PfHsp40 rescue: compounds rescuing yeast from Plasmodium falciparum HSP40 toxicity | S. cerevisiae expressing PfHsp40, growth rescue, ATP luminescence | growth rescue, % at 12.5 µM | 340,000 compounds, 0.68% hits | AID 504582; in the data active = growth rescue above about 28%, passing the limit was not always enough; inconclusive = no clear call, values can overlap the other calls;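 note: yeast W303a lacking pdr1 and pdr3 grown in galactose medium; growth measured after three days at 30 °C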
FadD28 binding: inhibitors of Mycobacterium tuberculosis FadD28 bisubstrate binding; 360,000 compounds, 0.22% hits; FadD28 bisubstrate probe binding, fluorescence polarization; AID 588549; inhibition, % at 12.5 µM; in the data active = inhibition above about 8.5%, passing the limit was not always enough; inconclusive = no clear call, values can overlap the other calls
BoNT-F LC inh: blocks Botulinum neurotoxin F light chain protease | Multiplex microsphere protease cleavage assay, flow cytometry | inhibition, % at 10 µM | 360,000 compounds, 0.22% hits; in the data active = inhibition above about 35%, passing the limit was not always enough; inconclusive = no clear call, values can overlap the other calls; note: plate controls were buffer without enzyme for full effect and enzyme alone for no effect
BoNT A protease: blocks Botulinum neurotoxin A light chain protease | multiplex microsphere protease substrate cleavage, flow cytometry | inhibition, % at 10 µM | 360,000 compounds, 0.17% hits | AID 588499; note: plate controls were buffer without enzyme for full effect and enzyme alone for no effect
Mtb FBA inh: Mtb fructose-bisphosphate aldolase inhibition. P9WQA3. purified M. tuberculosis FBA, fluorescence read-out. inhibition, % at 1 µM. 360,000 compounds, 2.3% hits. AID 588726; in the data active = inhibition above about 27%;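 note: 0% = vehicle and 100% = reference inhibitor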
Target sequence (P9WQA3 whole entry, looked up): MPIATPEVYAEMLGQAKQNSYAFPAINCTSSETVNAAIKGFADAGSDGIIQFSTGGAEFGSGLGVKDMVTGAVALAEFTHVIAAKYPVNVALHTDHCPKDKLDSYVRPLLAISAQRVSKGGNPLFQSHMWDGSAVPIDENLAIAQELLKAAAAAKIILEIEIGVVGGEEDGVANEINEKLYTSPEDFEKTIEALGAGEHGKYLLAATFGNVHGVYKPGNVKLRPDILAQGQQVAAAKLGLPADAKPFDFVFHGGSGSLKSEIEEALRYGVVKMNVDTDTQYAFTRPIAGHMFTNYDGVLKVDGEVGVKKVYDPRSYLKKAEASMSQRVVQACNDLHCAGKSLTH
Anthrax LF inh2: inhibitors of Bacillus anthracis lethal factor protease; P15917; multiplex microsphere protease cleavage assay, LF; inhibition, % at 10 µM; 360,000 compounds, 0.12% hits; note: plate controls were buffer without enzyme for full effect and enzyme alone for no effect
GDH-TPI counter: GDH-TPI coupled enzyme inhibition counter-screen; GDH-TPI coupled enzyme counterscreen, NADH absorbance; inhibition, % at 4.8 µM; 360,000 compounds, 1.2% hits; in the data active = inhibition above about 30%;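 note: 0% = DMSO wells and 100% = wells lacking the enzyme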
Mtb UGM inh: inhibitors of M. tuberculosis UDP-galactopyranose mutase. 320,000 compounds, 0.06% hits. P9WIQ1. inhibition, % at 10 µM. purified UGM, fluorescence polarization probe displacement; in the data active = inhibition above about 10%, passing the limit was not always enough; inconclusive = no clear call, values can overlap the other calls
Target sequence (P9WIQ1 whole entry, looked up): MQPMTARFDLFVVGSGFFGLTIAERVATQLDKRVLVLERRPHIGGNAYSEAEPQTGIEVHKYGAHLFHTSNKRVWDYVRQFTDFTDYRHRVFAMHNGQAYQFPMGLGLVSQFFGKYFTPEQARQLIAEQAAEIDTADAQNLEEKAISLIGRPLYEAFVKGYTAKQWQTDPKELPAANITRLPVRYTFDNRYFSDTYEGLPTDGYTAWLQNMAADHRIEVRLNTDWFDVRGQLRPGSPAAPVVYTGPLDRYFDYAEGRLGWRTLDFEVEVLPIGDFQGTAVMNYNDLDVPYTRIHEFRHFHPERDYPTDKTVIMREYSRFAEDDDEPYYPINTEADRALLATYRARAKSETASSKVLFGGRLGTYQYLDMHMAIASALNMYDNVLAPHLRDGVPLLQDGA
BioA inh: blocks M. tuberculosis BioA enzyme activity. AID 602481. purified M. tuberculosis BioA enzyme, plate reader. inhibition, % at 9.99 µM. 360,000 compounds, 0.096% hits; in the data active = inhibition above about 40%; inconclusive = no clear call, values can overlap the other calls
* marks the source's active call; other numbers are inactive results; ? = inconclusive; / = not tested or not shown. Cut-off read from the data, not from the text of the source, unless noted: active = inhibition above about 30%; inconclusive = no clear call, values can overlap the other calls; inactive = below that.

The opening three compounds as a preview:
SMILES	PfHsp40 rescue	FadD28 binding	BoNT-F LC inh	BoNT A protease	Mtb FBA inh	Anthrax LF inh2	GDH-TPI counter	Mtb UGM inh	BioA inh
CCCN(C(=O)COC(=O)CC1CCCCC1)c1c(N)n(Cc2ccccc2)c(=O)[nH]c1=O	-0.9	-0.5	/	/	1.3	/	4.6	0.8	/
CC1=CC(C)=Nc2ccccc2N1	-1.4	-0.6	-7.6	1.4	1.5	-3.7	2.8	0.2	0.6
COCCNC(=O)C1CCCN(C(=O)c2ccc(C(F)(F)F)nc2C)CC1 (configuration not stated)	/	-0.3	4.3	0.0	3.6	-8.3	-5.4	/	-0.5

This part in full (from the top)
SMILES	PfHsp40 rescue	FadD28 binding	BoNT-F LC inh	BoNT A protease	Mtb FBA inh	Anthrax LF inh2	GDH-TPI counter	Mtb UGM inh	BioA inh
CCCN(C(=O)COC(=O)CC1CCCCC1)c1c(N)n(Cc2ccccc2)c(=O)[nH]c1=O	-0.9	-0.5	/	/	1.3	/	4.6	0.8	/
CC1=CC(C)=Nc2ccccc2N1	-1.4	-0.6	-7.6	1.4	1.5	-3.7	2.8	0.2	0.6
COCCNC(=O)C1CCCN(C(=O)c2ccc(C(F)(F)F)nc2C)CC1 (configuration not stated)	/	-0.3	4.3	0.0	3.6	-8.3	-5.4	/	-0.5
COC(=O)c1ccc(NC(=O)CCN2CCN(Cc3ccccc3)CC2)cc1	-1.8	-0.9	-4.2	0.2	2.7	-2.8	4.9	-1.9	-2.2
O=C(COC(=O)CCc1ccccc1)Nc1ccc(F)cc1Cl	0.1	-2.4	6.3	1.3	5.0	-0.5	3.8	1.5	-1.0
COc1ccccc1CNC(=O)Nc1cccs1	-0.4	-2.4	-10.1	0.1	2.2	0.7	-4.1	1.9	-1.5
CC(C)=CCCC1(C)C=Cc2c(ccc3c2[nH]c2cc(O)c(C)cc23)O1 (configuration not stated)	1.0	-2.5	2.1	-0.1	-3.1	0.9	8.3	1.1	-2.0
COCCN(C(=O)c1snc(C(N)=O)c1N)C(C(=O)NC1CCCCC1)c1ccc(F)cc1 (configuration not stated)	0.4	0.4	?	-3.9	7.3	2.2	6.2	-0.1	6.1
Cc1ccc(C)c(N2CCN(C(=O)c3ccccc3Br)CC2)c1	4.7	-0.7	-1.0	-0.3	-1.4	-2.3	-3.5	3.5	1.3
CC(C)C(=O)N[C@@H]1c2ccccc2CC[C@@H]1OCc1ccccc1	0.5	-1.6	3.7	-0.7	-1.2	-4.0	2.7	/	0.0

Of the compounds above, these have sulfur:
SMILES	PfHsp40 rescue	FadD28 binding	BoNT-F LC inh	BoNT A protease	Mtb FBA inh	Anthrax LF inh2	GDH-TPI counter	Mtb UGM inh	BioA inh
COc1ccccc1CNC(=O)Nc1cccs1	-0.4	-2.4	-10.1	0.1	2.2	0.7	-4.1	1.9	-1.5
COCCN(C(=O)c1snc(C(N)=O)c1N)C(C(=O)NC1CCCCC1)c1ccc(F)cc1 (configuration not stated)	0.4	0.4	?	-3.9	7.3	2.2	6.2	-0.1	6.1

Remaining list, next part:
SMILES	PfHsp40 rescue	FadD28 binding	BoNT-F LC inh	BoNT A protease	Mtb FBA inh	Anthrax LF inh2	GDH-TPI counter	Mtb UGM inh	BioA inh
O=C(CSc1ccccc1)Nc1nc2ccccc2[nH]1	-0.1	0.7	0.1	0.6	5.8	-1.9	9.6	0.8	/
COc1ccc(OCC(=O)N/N=C(\C)c2ccc(OC)cc2)cc1	2.2	1.4	-2.3	-0.5	-4.3	-3.4	3.4	1.8	/
Cc1ccc(S(=O)(=O)NC(CC(=O)O)c2ccc(F)cc2)cc1 (configuration not stated)	0.5	1.7	24.0	-0.5	1.4	5.0	-0.8	-0.6	-1.9
CSc1ncccc1C(=O)OCC(=O)N1CCCC1	0.5	-1.4	4.1	2.3	-1.7	0.3	-0.3	0.2	-1.0
CC1=CC(=C2C(=O)c3ccccc3C2=O)C=C(C)O1	1.4	-0.3	2.6	7.5	0.7	4.3	9.6	2.9	/
COc1cc(OC)c(Nc2cc(C)nc3nc(C)nn23)cc1Cl	0.4	-3.2	2.1	0.1	-0.5	7.9	5.0	-2.4	-0.9
O=C(NCc1ccco1)C(c1ccccc1)N(C(=O)Cc1cccs1)c1ccccc1F (configuration not stated)	0.3	-0.6	0.7	1.7	1.2	-5.6	-2.5	3.3	0.0
COc1cc(OC)cc(C(=O)NCC2CCCN(C(=O)c3csc(C(C)C)n3)C2)c1 (configuration not stated)	2.1	0.1	12.1	4.7	1.1	3.1	2.8	-3.1	-1.9
Cc1ccc(S(=O)(=O)NCC2CCC(C(=O)N3CCOCC3)CC2)cc1 (configuration not stated)	0.8	-5.3	26.9	-1.1	-1.2	10.3	-5.0	0.4	-0.1
CC(c1ccccc1)C(CC(=O)O)C(=O)Nc1ccc(Cl)c(Cl)c1 (configuration not stated)	0.4	-3.8	0.2	-1.0	0.2	-5.2	1.6	3.2	-0.5
COc1ccc(NC(=O)Nc2cnccn2)c(OC)c1	-1.8	-1.3	4.3	2.1	0.0	0.7	3.0	-0.7	0.7
CCCc1nnc(NC(=O)CCC(=O)NCc2ccc(OC)cc2)s1	0.9	-0.6	1.3	-0.3	2.8	10.5	-6.1	0.2	-1.6
C#CCOCCOCCOCCNc1nc(N2CCN(C(=O)Cn3cc(CCO)nn3)CC2)nc(N2CCN(C(=O)[C@H]([C@@H](C)CC)n3cc(CCCCN)nn3)CC2)n1	-0.4	-1.3	-3.6	-0.3	0.1	-7.3	5.7	/	0.0
O=C1c2ccccc2C(=O)N1CCc1c(-c2ccccc2)[nH]c2ccccc12	9.9	-0.1	4.3	-0.2	-1.3	1.6	-7.3	/	1.5
Cn1c(=O)cc(OCC(=O)NCc2ccccn2)c2ccccc21	1.9	1.1	8.0	1.3	-0.7	13.2	-1.6	0.8	5.8
CC1CCC(C(C)C)C(OC(=O)Cn2c(-c3ccc(F)cc3)[n+](C)c3ccccc32)C1 (configuration not stated)	0.9	-0.3	-4.8	-0.3	0.6	0.3	7.0	/	2.9
CCc1ccc2nc(N(CCCN(C)C)C(=O)c3ccc(S(=O)(=O)N4CCCc5ccccc54)cc3)sc2c1	-1.1	-8.8	-4.6	-0.7	4.1	-6.6	5.2	1.8	-0.6
COCCNC(=O)C(c1cccs1)N(Cc1ccccc1)C(=O)Cn1nnc2ccccc21 (configuration not stated)	0.4	2.1	2.8	-2.2	-1.9	1.9	2.2	-1.4	4.0
CC1(C(=O)Nc2ccc3c(c2)OCO3)CCN1C(=O)C1CCCCC1 (configuration not stated)	/	-1.8	-1.3	-0.4	-0.3	-1.3	-3.5	/	2.2
Cc1cc(NC(=O)c2ccc3c(c2)C(=O)N(C)C3=O)no1	-1.9	-2.3	-4.5	0.3	0.8	7.1	0.0	1.1	0.6
COc1ccccc1-n1ccnc(SCC(=O)NCCc2ccccc2)c1=O	0.7	0.6	/	/	3.5	/	18.7	/	-5.4
CN(C)S(=O)(=O)c1ccc(N2CCCC2)c(C(=O)NC2CCC(O)CC2)c1 (configuration not stated)	1.0	-3.7	-0.5	1.9	-2.7	-2.1	6.3	1.0	-0.3
Cc1ccc(NC(=O)NNS(=O)(=O)c2ccc(Br)cc2)cc1	-0.7	-3.1	-0.3	0.1	3.2	-0.7	0.8	3.4	-1.2
Brc1ccccc1OCCOc1cccc2cccnc12	1.6	-7.7	-3.0	0.6	-3.8	-2.0	5.7	1.8	/
CCN(CC(=O)Nc1cccc(S(=O)(=O)N2CCCC2)c1)CC(=O)Nc1ccccc1OC	1.4	1.0	-3.8	-0.9	-3.2	-0.4	-0.9	0.1	/
Cc1csc(=O)n1CC(=O)OCc1nnc(-c2ccccc2)o1	0.9	1.4	-143.8	-90.4	1.0	-22.2	-17.9	-3.8	7.7
O=C(COC(=O)c1ccccc1C(F)(F)F)NC(=O)NCc1ccco1	0.0	/	-2.5	4.2	-1.0	6.4	0.4	-0.4	-1.0
CCOc1cc(Br)ccc1S(=O)(=O)N1CC(C)OC(C)C1 (configuration not stated)	1.1	-3.2	2.2	0.4	6.5	-1.1	-5.6	-1.8	-1.4
CC(=O)c1ccc(Oc2nc3c(c(=O)n(C)c(=O)n3C)n2C)cc1	0.0	0.8	-6.7	-0.6	3.9	2.4	-1.2	2.5	3.3
CCOc1ccc(S(=O)(=O)NCCC(=O)OCC(=O)c2ccc[nH]2)cc1	1.2	-0.2	2.4	-0.3	-0.9	-2.0	0.7	-1.3	/

Record cards, from the list above:
Results for CC(=O)c1ccc(Oc2nc3c(c(=O)n(C)c(=O)n3C)n2C)cc1 = PfHsp40 rescue: 0.0; FadD28 binding: 0.8; BoNT-F LC inh: -6.7; BoNT A protease: -0.6; Mtb FBA inh: 3.9; Anthrax LF inh2: 2.4; GDH-TPI counter: -1.2; Mtb UGM inh: 2.5; BioA inh: 3.3
Results for CCOc1cc(Br)ccc1S(=O)(=O)N1CC(C)OC(C)C1 (configuration not stated) = PfHsp40 rescue: 1.1; FadD28 binding: -3.2; BoNT-F LC inh: 2.2; BoNT A protease: 0.4; Mtb FBA inh: 6.5; Anthrax LF inh2: -1.1; GDH-TPI counter: -5.6; Mtb UGM inh: -1.8; BioA inh: -1.4

Following part.
SMILES	PfHsp40 rescue	FadD28 binding	BoNT-F LC inh	BoNT A protease	Mtb FBA inh	Anthrax LF inh2	GDH-TPI counter	Mtb UGM inh	BioA inh
O=C(Nc1cccc(NC(=O)c2ccco2)c1)c1ccc2c(c1)OCCO2	-0.5	-2.1	-2.5	-0.7	-2.4	0.6	8.1	-1.2	/
NC(=O)C1CCN(C(=O)COc2cccc3ccccc23)CC1	0.1	-0.7	1.8	0.3	0.6	-1.7	10.0	-0.3	/
O=C(COC(=O)c1ccc(O)cc1O)NNC(=O)c1cccs1	-1.5	-3.9	-1.7	-0.5	-2.1	-2.5	11.2	0.4	-0.1
CC1CC(C)CN(C(=S)Nc2ccc(SC(F)F)cc2)C1 (configuration not stated)	0.2	1.2	-5.6	-0.3	-1.7	-0.4	7.9	-2.8	/
CCCCc1nnc(NC(=O)CSc2nc(=O)cc(N)n2-c2cccc(C)c2)s1	-0.4	1.4	-0.5	0.4	-0.8	-1.1	3.6	4.3	-0.7
CCS(=O)(=O)CCSc1nc(C)cc(C)n1	-0.2	0.2	-6.2	0.4	-0.4	1.9	-3.8	-2.0	-0.4
COCCN(Cc1cc2cc3c(cc2nc1Cl)OCO3)C(=O)c1ccc(C)cc1	0.6	-1.1	2.6	0.2	1.0	-0.9	21.8	2.1	2.2
CCC(C)(C(=O)NC1CCCC1)N(Cc1ccco1)C(=O)Cc1cccs1 (configuration not stated)	-0.4	-0.4	-13.3	0.5	4.2	1.7	5.2	-2.2	0.6
COCCCN(C(=O)c1cc2c(s1)CCC2)c1c(N)n(Cc2ccccc2)c(=O)[nH]c1=O	0.1	0.2	-3.3	1.0	-0.4	-0.1	3.4	-0.9	/
O=c1cc(C(F)(F)F)[nH]c2ccc(C(F)(F)F)cc12	-3.9	-0.8	?	?	35.2*	1.3	4.9	1.1	/
COc1ccccc1N1CCN(C(=O)c2cc(-c3ccc(Br)cc3)on2)CC1	1.7	-1.6	-11.7	-1.2	3.0	-2.9	5.3	1.6	-1.3
[O-]/[N+](=C\c1ccc(OC(F)F)cc1)c1ccccc1	0.6	0.6	0.0	1.0	-2.0	5.4	0.5	-3.0	-0.7
O=C(CSc1nnc(CN2CCOCC2)n1-c1ccc(Cl)cc1)Nc1ccc2c(c1)OCO2	0.4	-1.9	8.5	0.0	1.1	-5.3	0.0	5.1	7.0
